S100A4 inh HTS: S100A4-myosin IIA interaction inhibition. AID 652163. S100A4/TAMRA-MyoIIA peptide fluorescence polarization. P26447. hit rate 0.14% among 360,000. inhibition, % at 10.7 µM;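 active = mean inhibition of at least 70% across replicates, with every replicate also reaching that level; inconclusive = mean inhibition reaches 70% but some replicates fall short; inactive = mean inhibition below 70%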
Target sequence (P26447 whole entry, looked up): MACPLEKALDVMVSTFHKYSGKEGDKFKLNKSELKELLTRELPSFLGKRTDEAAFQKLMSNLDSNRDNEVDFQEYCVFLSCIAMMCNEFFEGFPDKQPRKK
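Material: S100A4 monomer protein | Medium: HEPES pH 7.2 with CaCl2, KCl, NaCl, DTT, Triton | Reagent: Labelled myosin peptide probe, 5 nM | Doses: One dose per compound | Times: 5 min incubation before reading | Benchmarks: Neutral control DMSO, positive control TFP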
PAX8 inh HTS: PAX8 transcriptional activity inhibition. RMG-I TPO-luciferase reporter, SteadyGlo, 24 h. AID 652154. hit rate 1.2% among 360,000. inhibition, % at 12.6 µM;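 active = mean replicate inhibition at least 60% with every replicate also reaching 60%; inconclusive = only one of the two criteria is met; inactive = mean below 60% and not all replicates reaching 60%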;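 note: luciferase light reporting Pax8 driven TPO promoter activity; plate controls were median of neutral control wells for no effect and mitoxantrone controls for full effect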
FN deposition inh: fibronectin deposition inhibition; AID 743247; inhibition, % at 12.6 µM; AH1F fibroblasts, Alexa488-fibronectin deposition fluorescence, overnight; hit rate 0.086% among 350,000;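 active = mean inhibition across replicates of 30% or more, regardless of how many single replicates reach that level; inconclusive = mean under 30% yet at least half of replicates reach 30%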;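 note: positive control wells lacked labelled fibronectin entirely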
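Material – AH1F fibroblast monolayer, labelled fibronectin deposition · Reagent – labelled fibronectin 24 nM · Timing – 1 h adhesion, overnight exposure · Measured by – fluorescence at 485 nm excitation, 525 nm emission · Read-out – inhibition of fibronectin deposition signal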
EWS-Fli inh: inhibitors of EWS/Fli oncoprotein transcriptional activity. hit rate 0.67% among 350,000. inhibition, % at 12.6 µM. A673 NR0B1-luciferase reporter, viability-normalised;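 active = mean inhibition of at least 50% after viability correction, with every replicate also passing that limit; inconclusive = mean reaches 50% but only one of two replicates passes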;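 note: firefly luciferase signal divided by Alamar Blue viability fluorescence both relative to DMSO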
PglD DTNB: blocks C. jejuni PglD acetyltransferase activity; purified PglD enzyme, DTNB colorimetric CoA detection; inhibition, % at 12.5 µM; hit rate 0.098% among 360,000; AID 602405; in the data active = inhibition above about 16%, passing the limit was not always enough; inconclusive = no clear call, values can overlap the other calls; note: strong numbers were not always called active
LGR2 inh: inhibitors of bursicon-induced Drosophila LGR2 receptor cAMP signaling | hit rate 0.35% among 380,000 | AID 720647 | HEK293 LGR2, CRE-luciferase, bursicon-stimulated, 4 h | inhibition, % at 9.99 µM;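 active = drop in luminescence signal, shown as inhibition above about 50% in the replicate tests, limit read from the data, passing the limit was not always enough; inconclusive = probably only some replicates passing the limit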;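 note: agonist challenge used bursicon conditioned medium at about half maximal strength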
PGC1a acetyl inh: PGC1a acetylation modulation, inhibitor mode | U2OS PGC1a acetylation, AlphaScreen anti-acetyl-lysine; with virally co-expressed GCN5 acetyltransferase | inhibition, % at 15.6 µM | hit rate 0.17% among 350,000;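 active = every replicate shows inhibition of at least 40%; inconclusive = mean inhibition at least 40% but some replicate below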;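 note: 0% = neutral control wells and 100% = positive control wells; some results beyond the cut were filed as inactive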
ERAP1 HTS inh: inhibitors of human ERAP1 aminopeptidase | Q9NZ08 | recombinant ERAP1, Leu-AMC fluorescence, 60 min | inhibition, % at 10.7 µM | hit rate 0.15% among 340,000 | AID 652197;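 active = mean replicate inhibition of at least 30%, or all replicates individually reaching that 30% level; inactive = mean below 30% and not every replicate reaching it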;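 note: 0% = neutral control wells and 100% = L-leucinethiol positive control wells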
Target sequence (Q9NZ08 whole entry, looked up): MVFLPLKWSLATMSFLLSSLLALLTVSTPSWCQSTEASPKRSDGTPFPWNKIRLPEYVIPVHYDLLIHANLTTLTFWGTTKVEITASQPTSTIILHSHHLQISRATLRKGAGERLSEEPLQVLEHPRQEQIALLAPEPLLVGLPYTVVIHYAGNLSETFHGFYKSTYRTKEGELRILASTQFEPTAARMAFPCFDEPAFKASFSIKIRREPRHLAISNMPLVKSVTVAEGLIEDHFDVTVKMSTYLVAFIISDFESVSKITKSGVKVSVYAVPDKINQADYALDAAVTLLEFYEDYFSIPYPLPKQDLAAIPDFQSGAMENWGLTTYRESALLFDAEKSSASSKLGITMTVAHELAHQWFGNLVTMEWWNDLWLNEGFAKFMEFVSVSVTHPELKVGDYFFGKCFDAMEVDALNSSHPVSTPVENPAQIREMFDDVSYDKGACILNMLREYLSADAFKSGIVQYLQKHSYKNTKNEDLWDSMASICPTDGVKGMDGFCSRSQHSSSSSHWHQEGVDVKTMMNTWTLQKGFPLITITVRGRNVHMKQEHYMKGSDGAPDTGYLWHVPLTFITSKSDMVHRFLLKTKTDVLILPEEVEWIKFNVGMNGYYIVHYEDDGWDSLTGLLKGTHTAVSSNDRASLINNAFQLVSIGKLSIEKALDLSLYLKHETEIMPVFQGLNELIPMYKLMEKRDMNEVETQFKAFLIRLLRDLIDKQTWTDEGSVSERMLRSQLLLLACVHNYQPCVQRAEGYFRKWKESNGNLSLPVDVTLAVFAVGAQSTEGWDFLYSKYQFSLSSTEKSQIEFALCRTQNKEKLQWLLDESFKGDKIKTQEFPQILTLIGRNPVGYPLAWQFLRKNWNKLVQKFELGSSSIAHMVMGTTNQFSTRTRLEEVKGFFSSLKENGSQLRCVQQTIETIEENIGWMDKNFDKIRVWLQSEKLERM
* = called active by the depositor; ? = inconclusive; nt = no result given; & = joins results of further samples.

1	COc1ccc(CN(C)C[C@H]2OCCCC[C@H](C)Oc3ccc(NC(=O)Nc4ccc(F)cc4)cc3C(=O)N([C@@H](C)CO)C[C@H]2C)cc1
2	O=C(Nc1ccccc1N1CCCCC1)c1ccc(Cl)cc1
3	Nc1c(Nc2ccccc2)c2ccccc2oc1=O
4	CCCC(C(=O)NC(C)(C)C)N(CC1CCCO1)C(=O)c1snc(C(N)=O)c1N (stereo unspecified)
5	C[C@H]1CN([C@@H](C)CO)C(=O)Cc2cc(NC(=O)c3ccncc3)ccc2O[C@@H]1CN(C)Cc1ccc(C(F)(F)F)cc1
6	O=C(Cc1ccc2c(c1)OCCO2)N1CCN(S(=O)(=O)c2cccc(Cl)c2Cl)CC1
7	Cc1cc(C(=O)N/N=C/c2cccn2C)n[nH]1
8	Cc1cc(NC(=O)CSc2nnc(C)o2)no1
9	CCOC(=O)c1c(-c2cccs2)csc1N
10	C#CCOCCOCCOCCNc1nc(N2CCOCC2)nc(N2CCN(C(=O)[C@H](CCCCN)n3cc([C@@H](N)C(C)CC)nn3)CC2)n1 (stereo partly specified)
Screen / compound no.	1	2	3	4	5	6	7	8	9	10
S100A4 inh HTS	-6	-2	nt	2	4	1	1	-3	0	-1
PAX8 inh HTS	-16	-1	0	-9	-33	28	8	2	-2	-11
FN deposition inh	nt	4	-3	-10	-9	4	-1	5	7	0
EWS-Fli inh	0	-7	nt	-1	-5	3	-12	nt	12	-2
PglD DTNB	12	2	-6	nt	-2	-11	nt	0	nt	3
LGR2 inh	19	-16	nt	-7	-5	-17	1	-1	7	1
PGC1a acetyl inh	-4	nt	-6	-10	7	-2	-8	0	nt	2
ERAP1 HTS inh	-1	3	nt	-3	-1	-1	-1	-5	-1	-8

11	CC1CCCC(C)N1C(=O)COC(=O)c1cc(S(=O)(=O)N2CCOCC2)ccc1Cl (stereo unspecified)
12	CN(C)c1ccc(-c2cc3ccccc3c(=O)o2)cc1
13	CCC(C)(C)NC(=O)CN(Cc1ccccc1Cl)C(=O)CCC(=O)Nc1cc(C)ccn1
14	O=C(COC(=O)c1ccc(O)cc1O)NCCN1C(=O)CSC1=O
15	Cc1ccc2oc(=O)c3cnn(CC(=O)N4CCCCCC4)c3c2c1
16	CCc1nc2ccc(C(=O)NCC3CCCCC3)cn2c1N(CCC(C)C)CCN(C)C
17	O=c1[nH]cnc2c1oc1ccccc12
18	CC(C)NC(=O)Nc1ccc2c(c1)C(=O)N([C@@H](C)CO)C[C@H](C)[C@@H](CN(C)C(=O)Nc1ccc3c(c1)OCO3)O2
19	O=C(O)c1cc(S(=O)(=O)NC2CCCc3ccccc32)ccc1O (stereo unspecified)
20	Cc1c(Cl)c([N+](=O)[O-])nn1CCCC(=O)NC(C)c1ccccc1 (stereo unspecified)
Screen / compound no.	11	12	13	14	15	16	17	18	19	20
S100A4 inh HTS	18	4	-2	-19	-2	9	nt	3	-1	nt
PAX8 inh HTS	-7	-54	1	2	11	18	0	-7	-8	12
FN deposition inh	nt	-3	-5	-8	2	nt	3	nt	0	-14
EWS-Fli inh	7	16	6	18	0	14	nt	0	12	nt
PglD DTNB	0	3	-2	4	-5	5	7	2	-12	3
LGR2 inh	9	3	nt	8	16	0	nt	-8	-4	7
PGC1a acetyl inh	-7	nt	-23	-2	nt	-18	5	-1	nt	nt
ERAP1 HTS inh	-7	1	-3	1	-3	1	nt	1	1	nt

21	O=C(OCc1csc(-c2ccccc2)n1)C1=NN(c2ccccc2)C(=O)CC1
22	CCOC(=O)N1CCC(NC(=O)CS(=O)(=O)Cc2nc(-c3cccc(Cl)c3)oc2C)CC1
23	COc1ccccc1CN1CC(C(=O)N2CCCCO2)CCC1=O (stereo unspecified)
24	O=C(Oc1ccc(OC(=O)c2ccncc2)cc1)c1ccncc1
25	Cc1ccc(S(=O)(=O)NCCC(=O)NNC(=O)C2COc3ccccc3O2)cc1 (stereo unspecified)
26	CN1CCc2cccc3c2[C@H]1Cc1ccc(O)c(O)c1-3
27	COc1ccccc1N1CCN(C(=O)c2cc(-c3ccccc3)nc3c2cnn3C(C)C)CC1
28	CCN(CC)C(=O)Cn1cc(C(=O)C(=O)N2CCN(c3ccc([N+](=O)[O-])cc3)CC2)c2ccccc21
29	O=C(N/N=C/c1ccccc1O)C1CC(=O)N(c2ccc(Cl)cc2)C1 (stereo unspecified)
30	C[C@H]1CN([C@@H](C)CO)C(=O)c2cc(NC(=O)C3CCCCC3)ccc2O[C@H]1CN(C)Cc1ccccc1
Screen / compound no.	21	22	23	24	25	26	27	28	29	30
S100A4 inh HTS	-2	-2	-4	6	4	2&-11&-54	4	0	0	11
PAX8 inh HTS	-36	9	-136	0	3	?	14	nt	nt	5
FN deposition inh	-6	-5	-1	16	5	-8&-1	5	-2	-5	nt
EWS-Fli inh	-20	1	-80	20	2	-49&-51	12	nt	-6	6
PglD DTNB	4	-2	-6	-5	-5	3&1&2	0	2	-2	-3
LGR2 inh	-26	24	-28	16	19	17&10	7	7	-5	5
PGC1a acetyl inh	1	-1	9	-6	-6	22&14&-4	0	-2	6	nt
ERAP1 HTS inh	0	0	-2	9	-3	-6&-12	-6	3	-2	3

31	Cc1ccc(-c2cn(C[C@H]3CC[C@@H]([C@@H]4CC[C@H](Cn5cc(-c6ccc(C)cc6)nn5)O4)O3)nn2)cc1
32	CCOC1=C2CN(S(=O)(=O)c3ccc(C)cc3)[C@H](c3ccccc3)C[C@@H]2N(S(=O)(=O)c2ccc(Br)cc2)[C@H](c2ccccc2)C1
33	CCC(C)NC(=O)C1CCN(S(=O)(=O)c2ccc(-n3cnnn3)cc2)CC1 (stereo unspecified)
34	CCCC(=O)Nc1cc(S(=O)(=O)N2CCOCC2)ccc1N1CCCCC1
35	Cc1ccc(CCNC(=O)C2CC(c3ccc(C(F)(F)F)cc3)=NO2)cc1 (stereo unspecified)
36	O=C(CC12CC3CC(CC(C3)C1)C2)Nc1ccccc1N1CCOCC1
37	CC(C)c1onc(C(=O)N(C)Cc2ccccc2)c1[N+](=O)[O-]
38	CCOc1cc(C2NC(=O)NC(c3ccccc3)=C2C(C)=O)ccc1OC(C)=O (stereo unspecified)
39	O=C(c1ccc(Cn2cc([N+](=O)[O-])cn2)o1)N1CCCC1
40	CCc1cc(-c2[nH]ncc2-c2ccc3c(c2)OCO3)c(O)cc1O
Screen / compound no.	31	32	33	34	35	36	37	38	39	40
S100A4 inh HTS	18	1	-2	-26	-1	-6	3	-1	29	10
PAX8 inh HTS	-6	-19	-3	7	-2	-4	-4	17	5	nt
FN deposition inh	5	-2	5	-7	2	6	4	1	nt	0&-3
EWS-Fli inh	9	7	10	5	4	0	0	-7	nt	nt
PglD DTNB	-2	1	2	nt	-6	-14	3	23*	0	-2
LGR2 inh	4	-2	16	12	nt	14	-10	-10	26	40
PGC1a acetyl inh	0	6	10	10	nt	-12	10	11	1	35
ERAP1 HTS inh	nt	-1	-7	1	1	1	1	-1	3	nt

41	NC(=O)C1CC(=O)N(c2ccc(OCc3ccccc3Cl)cc2)C1 (stereo unspecified)
42	CO[C@@H]1CN(C)C(=O)c2ccc(NS(=O)(=O)c3cn(C)cn3)cc2OC[C@@H](C)NC[C@@H]1C
43	CCCNC(=O)Nc1ccc2c(c1)OC[C@@H](C)N(C(=O)c1ccccc1F)C[C@H](C)[C@H](OC)CN(C)C2=O
44	COc1cc2c(cc1OC)CN(c1ccc(C(N)=O)cc1[N+](=O)[O-])CC2
45	Cc1csc(NC(=O)c2cc(=O)[nH]c3ccccc23)n1
46	OC(CNC1CCCC1)COCCOc1ccc(Br)cc1 (stereo unspecified)
47	CC(=O)NNc1nc(-c2ccccc2)cs1
48	O=C(C1CCOCC1)N1CC[C@@H]2[C@@H](CO)Nc3ccc(Br)cc3[C@@H]21
49	Cc1c(CC(=O)N[C@@H](CCCNC(N)=O)C(=O)O)c(=O)oc2cc3oc4c(c3cc12)CCCC4
50	O=c1cc(CN2CCN(Cc3ccccc3)CC2)c2ccc(O)c(O)c2o1
Screen / compound no.	41	42	43	44	45	46	47	48	49	50
S100A4 inh HTS	1	-33	3	0	4	0	-4	5	-4	-1
PAX8 inh HTS	-14	nt	-7	-12	34	5	7	-53	11	29
FN deposition inh	21	-7	-13	-3	0	-6	0	-8	-1	5
EWS-Fli inh	-11	1	-3	9	-17	-9	-3	-1	1	52*
PglD DTNB	nt	nt	1	nt	-2	nt	nt	7	nt	1
LGR2 inh	-63	-2	-6	9	2	7	8	-4	-6	-1
PGC1a acetyl inh	nt	4	-2	0	10	-1	-5	18	nt	1
ERAP1 HTS inh	-5	-1	-2	2	-3	0	3	-5	5	-9

Four entries from above, set out differently.
cpd	smiles	S100A4 inh HTS	PAX8 inh HTS	FN deposition inh	EWS-Fli inh	PglD DTNB	LGR2 inh	PGC1a acetyl inh	ERAP1 HTS inh
46	OC(CNC1CCCC1)COCCOc1ccc(Br)cc1 (stereo unspecified)	0	5	-6	-9	nt	7	-1	0
47	CC(=O)NNc1nc(-c2ccccc2)cs1	-4	7	0	-3	nt	8	-5	3
48	O=C(C1CCOCC1)N1CC[C@@H]2[C@@H](CO)Nc3ccc(Br)cc3[C@@H]21	5	-53	-8	-1	7	-4	18	-5
49	Cc1c(CC(=O)N[C@@H](CCCNC(N)=O)C(=O)O)c(=O)oc2cc3oc4c(c3cc12)CCCC4	-4	11	-1	1	nt	-6	nt	5

(more compounds)
51	C[C@@H]1CN([C@@H](C)CO)S(=O)(=O)c2ccc(-c3cccc(C(=O)N(C)C)c3)cc2O[C@@H]1CN(C)Cc1ccc2c(c1)OCO2
52	COc1ccc(CC(=O)NC(C)c2nnc(SCC(=O)c3ccc(OC)cc3)n2C)cc1 (stereo unspecified)
53	O=C(Nc1ccccc1F)N1CC(=O)N2[C@H](CO)[C@H](c3ccc(C#Cc4ccc(F)cc4)cc3)[C@H]2C1
54	COc1ccc(N2CCN(C3CCCN(C(=O)CSC)C3)CC2)cc1 (stereo unspecified)
55	C[C@@H]1CCCCO[C@@H](CN(C)S(=O)(=O)c2ccccc2)[C@@H](C)CN([C@@H](C)CO)C(=O)c2cc(NS(C)(=O)=O)ccc2O1
56	Clc1ccccc1OCc1nn[nH]n1
57	CN(C)N1C(N)=C(C#N)C(c2cccs2)C2=C1CCCC2=O (stereo unspecified)
58	Cc1nnc(SCC(=O)NCC2COc3ccccc3O2)s1 (stereo unspecified)
59	Cc1nn(C)cc1S(=O)(=O)N1CCN(Cc2ccccc2Cl)CC1
60	C=CCNC(=S)NNC(=O)c1ccc(OCC(C)C)cc1
Screen / compound no.	51	52	53	54	55	56	57	58	59	60
S100A4 inh HTS	12	-5	-7	-5	5	-7	-5	-4	-1	-1
PAX8 inh HTS	-2	6	nt	-3	7	8	22	-1	-19	nt
FN deposition inh	nt	2	nt	2	nt	-5	nt	-5	4	nt
EWS-Fli inh	26	3	nt	2	5	-1	-10	0	9	-1
PglD DTNB	3	nt	nt	8	0	nt	nt	-1	nt	0
LGR2 inh	-21	23	12	8	0	nt	4	-8	-6	-23
PGC1a acetyl inh	-13	nt	-10	12	-4	3	-1	-3	8	-1
ERAP1 HTS inh	2	4	0	5	-1	-2	-4	2	8	-6
